ERK EGF block – EGF-driven ERK pathway inhibition | HEK293-V1b, EGF-stimulated phospho-ERK AlphaScreen | Potency, µM (titrated, usually from 11.5 µM), for inactives: top-dose activity change, negative = inhibition, most hits filed as inhibitors | 130,000 compounds, 0.41% hits | AID 1454; active = well fitted inhibition curve with a large enough effect; inconclusive = small, poorly fitted or top-dose-only effect, or effect the other way;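 also: plate controls were stimulated vehicle wells for no effect and unstimulated vehicle basal for full effect; nearly all actives have a fitted effect of over 55% in size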
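Stably V1b-transfected HEK293 cells; 30 min compound, then EGF 25 nM final for 5 min at 37C; 10 min lysis; phospho-ERK by AlphaScreen after 5 hr beads at room temperature.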
Starred values were filed as active, the others as inactive; ? = inconclusive; [ ] = another dose, or the depositor's remark. Potency is read from the fitted curve at half-maximal effect. The list is partial, so the mix of outcomes need not match the whole.

| Compound | ERK EGF block |
| --- | --- |
| O=C(c1cccc(NS(=O)(=O)c2cccc([N+](=O)[O-])c2)c1)N1CCOCC1 | -13.7% |
| CCOc1ccccc1N(C(=O)c1ccccc1Cl)C1=NC(C)(C)CS1 | -3.7% |
| CCOc1nc(CC(C)C)c2c(c1C#N)CC(C)(C)OC2 | -7.8%[57.5 µM] |
| CC1=C(C(=O)Nc2nc3ccccc3s2)C(c2ccco2)C(C#N)=C(SCC(=O)NC2CCCCC2)N1 (stereo not drawn) | 10.4% |
| CCC1=NN2C(=N)/C(=C\c3cccn3-c3cccc(Cl)c3)C(=O)N=C2S1 | -3.7% |
| O=C(CN(c1ccccc1)S(=O)(=O)c1ccccc1)N/N=C/c1ccco1 | -0.8% |
| O=C(NCc1ccco1)C1Cc2ccccc2CN1C(=O)c1ccco1 (stereo not drawn) | 2.4% |
| O=C(CCCc1ccc(-c2ccccc2F)cc1)Nc1ccc(O)cc1 | 3.9% |
| CCc1ccc2[nH]c(=O)c(CN(CCN(C)C)C(=S)NCc3ccco3)cc2c1 | 3.1% |
| Cc1ccc(CN2CCN(Cc3nc4ccccc4nc3C)CC2CCO)cc1 (stereo not drawn) | ? |
| O=C(O)CCCN1C(=O)c2ccc(C(=O)c3cccc([N+](=O)[O-])c3)cc2C1=O | -10.1% |
| CN=C1SC(CC(=O)Nc2ccccc2F)C(=O)N1/N=C/c1ccc(O)c(OC)c1 (stereo not drawn) | -3.8% |
| C#CCSc1nc(N)c2c(n1)OC(N)=C(C#N)C2c1cccnc1 (stereo not drawn) | 6.4% |
| N/C(=N\OC(=O)/C=C/c1ccccc1Cl)c1cccnc1 | 3.0%[57.5 µM] |
| Cc1nn(-c2ccccc2)c(N)c1N=Nc1ccc(Cl)cc1 | ? |
| Cn1cccc1C(=O)N1CCC2(CCCN(c3ncccn3)C2)CC1 | 1.8% |
| CCCn1c(=N)c(S(=O)(=O)c2ccccc2)cc2c(=O)n3ccccc3nc21 | 3.7%[57.5 µM] |
| COC(=O)CC1(C(=O)OC)Oc2ccc(Br)cc2C(=O)N1c1cccc(Cl)c1Cl (stereo not drawn) | -5.6%[57.5 µM] |
| CCOC(=O)c1cn(CC2CC2)c2cc(F)c(F)cc2c1=O | 4.6% |
| Clc1cccc(Cl)c1COc1ccccc1CNn1cnnc1 | 3.2% |
| CCOCCCNS(=O)(=O)c1ccc(NC(=O)C2CC(=O)N(c3ccc(C)cc3)C2)cc1 (stereo not drawn) | 1.0% |
| COc1ccc(NC(=O)c2cccc(NC(=O)C(C)C)c2)c([N+](=O)[O-])c1 | 2.9% |
| CCOC(=O)c1cnn(-c2ccc(F)cc2)c1N | -4.3% |
| CC(C)OC(=O)c1cc(-c2ccc(C=O)o2)ccc1Cl | 5.5% |
| C/C(=C\c1ccccc1)C(=O)Nc1ccc(S(=O)(=O)Nc2ncccn2)cc1 | ? |
| O=C(/C=C/c1cccc([N+](=O)[O-])c1)NCCN1C(=O)S/C(=C\c2cccnc2)C1=O | 1.7% |
| c1ccc2c(c1)CCN(c1nc(CN3CCOCC3)nc3sc4c(c13)CCCC4)C2 | 5.1% |
| Cc1ccc(C(=O)C(OC(=O)c2c(C)cc(=O)oc2C)c2ccccc2)cc1 (stereo not drawn) | -1.9% |
| CC(C)CCN1C(=O)CC(NNC(=O)c2ccc(S(=O)(=O)N3CCCC3)cc2)C1=O (stereo not drawn) | -5.5%[57.5 µM] |
| CCc1c(C)nc(SCC(=O)N2CCCCC2CC)[nH]c1=O (stereo not drawn) | 0.5%[57.5 µM] |
| CC1CCN(CC(=O)N2CC(=O)Nc3ccccc32)CC1 | -3.5% |
| COc1ccc([N+](=O)[O-])cc1NC(=O)COC(=O)c1ccccc1O | -5.6%[57.5 µM] |
| COCC(=O)N1CCC[C@@]2(CCN(c3ccncc3)C2)C1 | 12.9% |
| O=C(c1cccc(F)c1)N1CCC2(CC1)CN(Cc1ccccc1)C2 | -3.9% |
| O=C(Nc1ccc(F)cc1)c1nc[nH]c1C(=O)Nc1ccccc1[N+](=O)[O-] | 10.3% |
| O=C(CSc1nc2[nH]ncc2c(=O)n1-c1ccccc1)NCCc1ccccc1 | -6.9% |
| COc1cccc(CNC(=O)CCC2CCCN(C(=O)c3ccoc3)C2)c1 (stereo not drawn) | 6.0% |
| CCC(CC)NC(=O)Cn1c(C(C)NC(C)=O)nc2ccccc21 (stereo not drawn) | -3.9%[57.5 µM] |
| O=S(=O)(c1ccc(Br)cc1Cl)N1CCN(CCO)CC1 | 2.7% |
| Cc1cc(C)n(CC(=O)N/N=C/c2cccs2)n1 | 25.2% |
| COCC(=O)Nc1c(I)c(C(=O)NC[C@@H](O)CO)c(I)c(C(=O)N(C)C[C@@H](O)CO)c1I | 12.7%[25.7 µM] |
| COc1ccc(-c2csc(/C(C#N)=C/Nc3cc4oc5ccccc5c4cc3OC)n2)cc1 | -5.5% |
| COC(=O)CCn1nc(-c2ccc(C)cc2)c2ccccc2c1=O | -2.3% |
| COC(=O)c1sc2nc3c(c(-c4cccs4)c2c1N)CCCC3 | 3.5% |
| Nc1ccn([C@H]2CC[C@@H](CO)O2)c(=O)n1 | 2.8% |
| CCCCC(CC(O)COCCC)c1n[nH]c(=S)n1-c1ccccc1 (stereo not drawn) | 0.6% |
| COc1cc(C(=O)N/N=C/c2sc(=O)n(-c3ccccc3)c2Cl)cc(OC)c1OC | -7.2% |
| Cc1ccccc1CNC(=O)CCc1ccccc1 | -7.8% |
| O=C(Nc1cccnc1)c1cc(F)c(F)cc1Cl | -2.3% |
| COc1ccc(C(=O)c2ccccc2)cc1 | 0.4% |
| CC1CCN(c2ccc(C(=O)OCC(=O)NCCN3C(=O)CSC3=O)cc2[N+](=O)[O-])CC1 | 2.0% |
| CS(=O)(=O)Nc1ccc(C2=NN(S(=O)(=O)c3ccccc3)C(c3cccs3)C2)cc1 (stereo not drawn) | -4.9% |
| O=C(Nc1ccccc1N1CCOCC1)C1CCCCN1S(=O)(=O)c1ccccc1 (stereo not drawn) | 12.9% |
| Cc1nn(C)cc1CN1CCCC(C(=O)c2ccc(-c3ccccc3)cc2)C1 (stereo not drawn) | -11.8% |
| CCCc1nc2ccccc2c(=O)n1CC(=O)c1ccccc1 | -13.4%[57.5 µM] |
| O=C(Nc1ccc(-c2csc(Nc3cccc(C(F)(F)F)c3)n2)cc1)c1cccc(C(F)(F)F)c1 | 2.9%[57.5 µM] |
| COCc1c(C(=O)N/N=C(/C)c2ccccc2)nnn1-c1nonc1N | -2.7% |
| CC(=O)N1N=C(c2ccccc2)OC1c1cccnc1 (stereo not drawn) | -11.1% |
| COc1cccc(CNC(=O)CCC2CCCN(C(=O)CCc3c(C)noc3C)C2)c1 (stereo not drawn) | -19.8%[57.5 µM] |
| Cc1cccc(N2C(=O)C(Cc3ccccc3)NC2=S)c1 (stereo not drawn) | -3.5% |

Going on with the list:
canonical_smiles,ERK EGF block
Cc1nnc(Sc2nc3c(c(=O)n(C)c(=O)n3C)n2Cc2ccc(Cl)cc2)s1,6.3%
Nc1nc(SCC(=O)Nc2ccc(Cl)cc2)[nH]c(=O)c1-c1ccccc1,-0.3%[57.5 µM]
O=C(NNC1=Nc2ccccc2SC1)c1ccc(F)cc1,-8.7%[57.5 µM]
CC1(C)C2([N+](=O)[O-])CN3CC1([N+](=O)[O-])CN(C2)C3C(O)C(O)C(O)CO (stereo not drawn),-1.9%[57.5 µM]
CCCNC(=O)c1ccc2c(=O)n(Cc3ccco3)c(=S)[nH]c2c1,-2.6%
COc1cccc(NC(=O)CSc2nnc(Cn3c(=O)sc4ccccc43)n2C)c1,-0.6%
Cc1cc(C)c2sc(NNC(=O)C3COc4ccccc4O3)nc2c1 (stereo not drawn),7.8%
CCOC(=O)C(=O)Nc1ccccc1C(=O)NCc1ccccc1,0.1%
NC(=O)c1ccc(NC(=O)COC(=O)CCCc2c[nH]c3ccccc23)cc1,0.4%
COc1cc(/C=N/NC(=O)c2cccc(NC(=O)c3ccccc3Cl)c2)ccc1O,-4.4%
N#Cc1c(N(CCO)CCO)nc(N)c2c(N)nc3c(c12)CC(=O)N3Cc1cccs1,1.7%[57.5 µM]
O=S(=O)(c1ccccc1)c1nc(Nc2cccc(O)c2)sc1Cl,-0.3%
O=C(CNS(=O)(=O)c1ccccc1)N1CCCC1,-2.3%
C/C=C/COc1nc2c(c(=O)n(C)c(=O)n2C)n1C,-7.7%
O=c1[nH]c(-c2ccccc2Cl)nc2c1sc(=S)n2-c1ccccc1,1.5%

An excerpt of these results, field by field:
C/C=C/COc1nc2c(c(=O)n(C)c(=O)n2C)n1C
  ERK EGF block: -7.7%

CC1(C)C2([N+](=O)[O-])CN3CC1([N+](=O)[O-])CN(C2)C3C(O)C(O)C(O)CO (stereo not drawn)
  ERK EGF block: -1.9%[57.5 µM]

O=S(=O)(c1ccccc1)c1nc(Nc2cccc(O)c2)sc1Cl
  ERK EGF block: -0.3%

COc1cc(/C=N/NC(=O)c2cccc(NC(=O)c3ccccc3Cl)c2)ccc1O
  ERK EGF block: -4.4%

Later entries
canonical_smiles,ERK EGF block
CC1CN(c2cc(=O)n(-c3ccc(Cl)cc3)c(=O)[nH]2)CC(C)O1 (stereo not drawn),-2.9%
CC(=O)OC(C(=O)NC1CCCCC1)c1ccc(Cl)c(Cl)c1 (stereo not drawn),-12.6%
O=C(CCC(=O)N/N=C/c1c[nH]c2ccccc12)NCc1ccccc1,-5.8%
CC(=O)N1CCC2(CC1)CC(=O)c1cc(OCC(=O)N3CCCC3)ccc1O2,11.1%
O=C(NN1C(=O)c2ccccc2C1=O)c1ccncc1,3.9%
Cc1ccc(/C=N/NC(=O)c2ccccc2OCc2cccc(Br)c2)o1,22.4µM*
Cc1ccc(-n2c(COc3cccc(C)c3)n[nH]c2=S)cc1,2.1%
COCCN(CCOC)Cc1c(C)[nH]c2c(C)c(C)ccc2c1=O,-10.8%[57.5 µM]
COc1ccccc1OCCCOc1c(Cl)cc(C)cc1Cl,?
CC1(C)CC2CC(C)(CN2/C=N/c2sc3c(c2C#N)CC(C)(C)NC3(C)C)C1 (stereo not drawn),4.1%[57.5 µM]
COc1cc(NC(=O)COC(=O)c2cnccn2)c(C)cc1[N+](=O)[O-],2.8%[57.5 µM]
Clc1cccc(-c2nnc3n2CCCCC3)c1,0.8%
CN(C)/C=C(\C=O)c1cccc(Cl)c1,-5.1%
O=C(NCc1ccc(Cl)cc1)C1CCN(S(=O)(=O)N2CCOCC2)CC1,5.6%
O=C(Nc1ccc(Cl)c(S(=O)(=O)N2CCOCC2)c1)c1ccc2c(c1)OCCO2,?

An excerpt from above in order of SMILES length, largest number first:
canonical_smiles,ERK EGF block
O=C(Nc1ccc(Cl)c(S(=O)(=O)N2CCOCC2)c1)c1ccc2c(c1)OCCO2,?
Cc1ccc(-n2c(COc3cccc(C)c3)n[nH]c2=S)cc1,2.1%
COc1ccccc1OCCCOc1c(Cl)cc(C)cc1Cl,?

Continuation.
canonical_smiles,ERK EGF block
CCOC(=O)CN(C(=O)CSc1nnc(Cc2ccccc2)n1-c1ccc(C)cc1)c1ccccc1,2.3%
COc1ccc(CCN2C(=O)CC(NNC(=O)c3ccccc3Br)C2=O)cc1 (stereo not drawn),5.2%
O=[N+]([O-])c1c(-c2cn[nH]c2)n[nH]c1-c1cn[nH]c1,-4.9%[57.5 µM]
Cc1ccc2c(c1)Oc1ccc(NC(=O)CCl)cc1C(=O)N2,0.2%
Cn1c(CCNC(=O)C2CCCCC2)nc2cc(NC(=O)c3cccs3)ccc21,8.7%
O=C(CSc1ccccc1)Nc1cc(Cl)ccc1Oc1ccccc1,?
CSc1nn2c(C(F)(F)F)cc(C(F)(F)F)nc2c1C(=O)O,5.1%[57.5 µM]
COc1cccc(C(=O)Nc2cnn(C(C)C)c2)c1,8.3%
CC(C)CC1=NN(C(=O)c2ccncc2)C(O)(C(F)(F)F)C1 (stereo not drawn),-3.8%
O=C(O)C1=C[C@H](c2ccc(C(F)(F)F)cc2)C[C@H](OCc2ccc(CO)cc2)O1,6.8%[57.5 µM]
CC(C)CCN1CCN(Cc2cccn2-c2ccc(Cl)cn2)CC1CCO (stereo not drawn),-2.0%[57.5 µM]
COC(=O)/C=C(\Oc1ccccc1)C1(O)CCCCC1,9.9%[57.5 µM]
S=C1NC2(CCCCC2)Cc2ccccc21,-3.1%
O=C(O)CC(NC(=O)C12CC3CC(CC(C3)C1)C2)c1cccc([N+](=O)[O-])c1 (stereo not drawn),-3.8%
O=C(Nc1ccccc1C(=O)NCc1ccccc1)c1ccccc1Br,-0.4%

Random excerpt: 5 records from the list, in no set order.
canonical_smiles,ERK EGF block
O=C(Nc1ccccc1C(=O)NCc1ccccc1)c1ccccc1Br,-0.4%
CC(C)CCN1CCN(Cc2cccn2-c2ccc(Cl)cn2)CC1CCO (stereo not drawn),-2.0%[57.5 µM]
O=C(CSc1ccccc1)Nc1cc(Cl)ccc1Oc1ccccc1,?
CC(C)CC1=NN(C(=O)c2ccncc2)C(O)(C(F)(F)F)C1 (stereo not drawn),-3.8%
CCOC(=O)CN(C(=O)CSc1nnc(Cc2ccccc2)n1-c1ccc(C)cc1)c1ccccc1,2.3%

New compounds follow
canonical_smiles,ERK EGF block
CC(Sc1nnc(Cn2c(=O)sc3ccccc32)n1C)c1ccccc1 (stereo not drawn),11.1%
CCNC(=O)COc1cccc(C(=O)NCc2ccccc2)c1,-6.2%
CC(C)(C)c1ccc(-c2nc(O)c(CC(=O)O)s2)cc1,7.4%[57.5 µM]
CCOc1ccc(N2C(=O)CC(n3nc(C)cc3C)C2=O)cc1 (stereo not drawn),0.2%
COc1cc(/C=N/Nc2nncn2/N=C/c2ccc(O)c(OC)c2)ccc1O,-17.2%
O=C(c1nc2ccccn2c1CNCC1OCCc2ccccc21)N1CCOCC1 (stereo not drawn),-1.2%
CC(=O)c1cnn(-c2ccc(Cl)c(Cl)c2Cl)c1C,3.8%[57.5 µM]
CC(C)c1ccc(C(=O)NCCCN2CCN(CCCNC(=O)c3ccc(C(C)C)cc3)CC2)cc1,-4.3%

Screening results as filed in PubChem BioAssay.
